Screening results deposited in PubChem by several laboratories.
M5 ag – agonists of human muscarinic M5 receptor (CHRM5); P08912; CHO-K1 hM5 cells, Fluo-8 calcium fluorescence; 0% DMSO wells, 100% maximal acetylcholine response; activation, % at 3 µM; hit rate 0.19% among 360,000;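 active = activation above the run's mean over test compounds plus 3 SD, cut at about 23% in these data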;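 note: signal is peak over basal fluorescence ratio across the kinetic read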
Target sequence (P08912 whole entry, looked up): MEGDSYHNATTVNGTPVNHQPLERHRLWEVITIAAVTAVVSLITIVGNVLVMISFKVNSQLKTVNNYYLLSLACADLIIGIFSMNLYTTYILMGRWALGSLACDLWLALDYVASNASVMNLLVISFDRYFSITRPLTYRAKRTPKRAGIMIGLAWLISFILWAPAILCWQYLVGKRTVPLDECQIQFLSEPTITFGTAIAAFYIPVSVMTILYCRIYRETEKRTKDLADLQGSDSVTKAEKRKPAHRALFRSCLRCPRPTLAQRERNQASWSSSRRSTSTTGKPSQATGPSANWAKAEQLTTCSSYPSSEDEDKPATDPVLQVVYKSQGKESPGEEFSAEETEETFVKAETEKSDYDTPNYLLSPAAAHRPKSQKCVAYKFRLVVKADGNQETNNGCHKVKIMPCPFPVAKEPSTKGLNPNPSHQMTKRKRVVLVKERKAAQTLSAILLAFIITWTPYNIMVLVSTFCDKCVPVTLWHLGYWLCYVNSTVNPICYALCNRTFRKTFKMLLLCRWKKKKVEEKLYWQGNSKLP
M1 antag – antagonists of human M1 muscarinic receptor | P11229 | inhibition, % at 3 µM | hit rate 1.3% among 360,000 | CHO-K1 hM1, Fluo-8 calcium fluorescence, ACh EC80 antagonist | AID 588852;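 active = percent inhibition above its own plate's cutoff, namely the mean of that plate's compound wells plus 3 SD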;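 note: peak over basal fluorescence ratio during 140 s after agonist addition; 0% = ACh EC80 plus DMSO and 100% = DMSO alone without agonist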
Target sequence (P11229 whole entry, looked up): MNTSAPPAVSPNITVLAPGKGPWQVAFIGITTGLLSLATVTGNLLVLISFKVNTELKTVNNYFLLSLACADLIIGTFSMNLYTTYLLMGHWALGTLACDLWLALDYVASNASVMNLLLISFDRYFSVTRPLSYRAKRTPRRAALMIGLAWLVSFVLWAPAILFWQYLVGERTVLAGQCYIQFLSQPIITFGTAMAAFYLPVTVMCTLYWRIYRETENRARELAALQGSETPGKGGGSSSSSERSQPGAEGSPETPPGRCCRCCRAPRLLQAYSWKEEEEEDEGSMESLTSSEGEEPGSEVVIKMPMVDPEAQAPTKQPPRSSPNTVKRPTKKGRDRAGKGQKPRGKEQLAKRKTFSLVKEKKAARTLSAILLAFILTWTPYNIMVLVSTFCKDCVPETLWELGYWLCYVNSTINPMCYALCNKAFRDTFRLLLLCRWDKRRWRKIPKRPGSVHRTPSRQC
M4 PAM – CHRM4 positive allosteric modulation; P08173; CHO-K1 hM4/Gqi5, Fluo-8 calcium fluorescence, ACh EC20; 0% = ACh EC20, 100% = maximal ACh; activation, % at 3 µM; hit rate 0.4% among 360,000;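 active = activation above its plate's cutoff, the mean activation of sample wells plus 3 SD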; note: some results filed as inactive read as strong as hits
CHRM4 antagonist – CHRM4 antagonism in calcium assay. hit rate 0.73% among 360,000. inhibition, % at 3 µM. CHO-hM4 cells, ACh EC80, Fluo-8 calcium fluorescence. P08173;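 active = inhibition above its plate's cutoff, the mean inhibition of sample wells plus 3 SD, cut at about 27% in these data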;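 note: 0% = acetylcholine EC80 with DMSO and 100% = DMSO without agonist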
M1 PAM – potentiates human M1 receptor response to acetylcholine; P11229; CHO-K1 hM1, Fluo-8 calcium fluorescence, ACh EC20; 0% = ACh EC20, 100% = maximal ACh; activation, % at 3 µM; hit rate 0.088% among 360,000; AID 588819; in the data active = activation above about 19%, passing the limit was not always enough
CHRM4 agonist – CHRM4 agonism in calcium assay | activation, % at 3 µM | hit rate 0.14% among 360,000 | P08173 | CHO-K1 hM4/Gqi5, Fluo-8 calcium fluorescence; vehicle 0%, full acetylcholine response 100%;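 active = activation above the run mean over all test wells plus 3 SD, cut at about 32% in these data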;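 note: peak over basal fluorescence ratio per well then scaled between controls; 0% = DMSO wells and 100% = acetylcholine at EC100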
CRFR2-BP ag – CRF-BP/CRF-R2 complex agonism | HEK293 CRF-R2/CRF-BP, calcium dye fluorescence (FLIPR); percent of saturating CRF peptide response | activation, % at 13.2 µM | hit rate 0.46% among 350,000;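 active = activation of at least 50%, plus an integration ratio under a set limit after plate pattern correction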;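 note: plate controls were neutral control wells without compound for no effect and CRF at EC100 for full effect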
CHRM5 antagonist – blocks acetylcholine activation of human M5 receptor. hit rate 0.59% among 360,000. P08912. AID 624040. CHO-hM5 cells, Fluo-8 calcium fluorescence, ACh EC80. inhibition, % at 3 µM;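 active = inhibition above a per-plate cutoff, the mean of that plate's test compounds plus 3 SD, cut at about 27% in these data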;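 note: 0% = acetylcholine EC80 with DMSO and 100% = DMSO without agonist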
M5 PAM – CHRM5 positive allosteric modulation | CHO-K1 hM5, Fluo-8 calcium, ACh EC20 PAM; 0% = ACh EC20, 100% = ACh EC100 | AID 624038 | activation, % at 3 µM | hit rate 0.3% among 360,000 | P08912;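 active = activation above the run cutoff, the mean activation of all test compounds plus 3 SD, cut at about 18% in these data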
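Replicates: One well per compound, no replicates | System: Human M5 receptor in CHO-K1 cells | Benchmarks: Low control EC20 acetylcholine (0%), high control EC100 acetylcholine (100%) | Probe or stimulus: Acetylcholine, EC20 level | Times: Fluo-8 loading 80 min at 37 °C plus 30 min room temperature | Signal: Intracellular calcium via Fluo-8 fluorescence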
Numbers without * were called inactive; . = not tested or not shown.

M5 ag,M1 antag,M4 PAM,CHRM4 antagonist,M1 PAM,CHRM4 agonist,CRFR2-BP ag,CHRM5 antagonist,M5 PAM,mol
-1,-6,-8,6,8,0,0.7,15,-1,O=C(CSc1nnc(NC(=O)c2c(F)cccc2F)s1)NC1CCCCC1
1,-5,-3,-2,4,1,1.9,6,-4,COc1ccc(-c2sc3ccc(OC)cc3c2-c2ccc(OCCN3CCOCC3)cc2)cc1
-3,-1,7,-7,5,1,0.3,10,-1,CC(=O)c1c(NCCc2ccccc2)cc(C)oc1=O
2,2,-1,5,0,1,-4.4,-3,0,CCc1ccc(C(=O)COC(=O)c2cnccn2)cc1
3,34,-1,6,-10,13,0.0,12,-10,COc1ccc(CCNC(=O)c2cc3c(C)nccc3[nH]c2=O)cc1OC
-2,5,-1,11,-2,0,-0.5,-3,0,C/C(=N/Nc1nc(-c2ccc(Cl)cc2)cs1)c1cccs1
0,-5,2,-6,2,3,-6.7,0,-5,O=C(Cn1cc(COc2c(F)c(F)c(Br)c(F)c2F)nn1)c1ccc(O)cc1
0,-15,0,4,14,1,-1.4,3,-6,CCOc1ccccc1NC(=O)C(Sc1nnc2ccccn12)c1ccccc1 (centres undefined)
-1,-11,0,4,8,1,-1.2,-8,8,O=C(NCCO)C(=O)NCC1OCCCN1S(=O)(=O)c1ccc2c(c1)OCCO2 (centres undefined)
-4,4,-8,7,-10,1,6.1,1,-1,CN1CCN(c2nnc(-c3ccc(Cl)cc3)c3ccccc23)CC1

Other compounds
M5 ag,M1 antag,M4 PAM,CHRM4 antagonist,M1 PAM,CHRM4 agonist,CRFR2-BP ag,CHRM5 antagonist,M5 PAM,mol
2,11,9,2,2,0,-3.2,3,-1,COc1ccc(CNC(=O)Cn2nc(-c3ccc4c(c3)OCCO4)ccc2=O)cc1
-3,-12,-3,-5,5,1,5.3,5,-5,Oc1c(C=Nc2ccccc2)sc(=S)n1Cc1ccccc1
-3,-12,-1,-5,12,0,3.8,5,5,COc1cccc2cc(C(=O)NCc3ccc(Cl)cc3)c(=O)oc12
0,-10,7,19,4,1,-0.4,13,-1,CCCCOC(=O)Nc1ccc(S(=O)(=O)Nc2nccs2)cc1
-2,2,-8,9,-1,5,-1.0,6,-5,CC(C)N(c1ccccc1)c1ccc(NC(=O)COC(=O)CCN2C(=O)c3cccc([N+](=O)[O-])c3C2=O)cc1
-3,-14,2,-7,14,0,0.2,5,0,O=C(Nc1cccc([N+](=O)[O-])c1)c1ccc2c(c1)C(=O)N(c1ccccn1)C2=O
-1,5,-6,6,0,2,0.2,-1,-1,C=CCSc1nnc2c(n1)OC(c1ccco1)Nc1ccccc1-2 (centres undefined)
0,7,1,4,-1,1,0.1,1,1,CN1/C(=C\C(=O)c2cccc(S(=O)(=O)N3CCCCC3)c2)C(C)(C)c2ccccc21
-2,-4,1,-5,2,1,-1.9,1,0,CSc1cc(C)n(-c2ccc(Cl)cc2)c(=S)c1C(C)=O
-1,1,-1,1,-2,3,3.6,7,1,CCc1nnc2c(NCCc3ccccc3)nc3ccccc3n12

The list goes on.
M5 ag,M1 antag,M4 PAM,CHRM4 antagonist,M1 PAM,CHRM4 agonist,CRFR2-BP ag,CHRM5 antagonist,M5 PAM,mol
2,.,10,-6,.,0,.,3,-3,CCCC[C@@H]1CNC(=O)C(=O)N1CCc1cccc(F)c1
-4,0,-8,23,-8,1,-0.9,0,-4,N#CCCN1CCN(C(=S)c2ccc(-c3ccc(Cl)cc3)o2)CC1
-1,-11,-3,-7,6,2,-0.1,-1,1,Cc1cc(C)n(CCNc2nc3nonc3nc2N2CCCCC2)n1
-7,-14,0,7,8,-1,-0.8,-3,4,Cc1cc(C)n(-c2nnc(C)n2NS(C)(=O)=O)n1
2,-1,14,5,3,1,-0.4,-12,21*,COC(=O)C1C2C=CC3(CN(Cc4cccs4)C(=O)C13)O2 (centres undefined)
1,-7,-1,2,9,0,0.5,12,-7,Cn1ncc(Br)c1NC(=O)Nc1ccccc1
0,-10,1,4,6,1,1.3,-1,-2,CCOC(=O)c1ccc2nc(NC(=O)c3cccs3)sc2c1
-3,-10,16,3,9,1,1.7,-7,-2,Cc1ccc(/C=N\NC(=O)C2COc3cc4ccccc4cc3O2)o1 (centres undefined)
-5,6,-3,-9,-4,2,0.1,3,-5,Cc1cc(=O)oc2c(C)c(OCC(=O)NC3CCN(Cc4ccccc4)CC3)ccc12
0,2,4,-7,-1,0,0.1,9,1,CCOC(=O)C(C(C)C)C(N)Cc1ccc(F)cc1 (centres undefined)

3 structures out of the list, ordered by heavy-atom count, largest number first:
M5 ag,M1 antag,M4 PAM,CHRM4 antagonist,M1 PAM,CHRM4 agonist,CRFR2-BP ag,CHRM5 antagonist,M5 PAM,mol
-5,6,-3,-9,-4,2,0.1,3,-5,Cc1cc(=O)oc2c(C)c(OCC(=O)NC3CCN(Cc4ccccc4)CC3)ccc12
-1,-11,-3,-7,6,2,-0.1,-1,1,Cc1cc(C)n(CCNc2nc3nonc3nc2N2CCCCC2)n1
0,2,4,-7,-1,0,0.1,9,1,CCOC(=O)C(C(C)C)C(N)Cc1ccc(F)cc1 (centres undefined)

New compounds follow
M5 ag,M1 antag,M4 PAM,CHRM4 antagonist,M1 PAM,CHRM4 agonist,CRFR2-BP ag,CHRM5 antagonist,M5 PAM,mol
-4,-5,2,1,3,2,-2.4,-1,4,O=C(CCNc1ccc(Cl)cc1)c1cccs1
-2,-1,-10,8,5,1,0.3,2,0,COc1cc(C(=O)OC2CCCCC2=O)cc(OC)c1C (centres undefined)
0,-3,8,-12,-1,1,-4.3,-20,7,Nc1cc(C(F)(F)F)cc2c1SCC(=O)N2
6,8,-13,5,-8,10,-1.8,-2,-15,Cn1c(=O)[nH]c(=O)c2c1nc(N(CCO)Cc1ccccc1)n2CCCc1ccccc1
-3,-40,11,-9,7,0,1.8,-7,6,Cc1ccc(C(=O)Oc2cc(-c3ccccc3)no2)cc1
-5,0,0,3,-1,-1,0.2,2,5,O=C(CC1CCCCC1)Nc1ccccc1-c1ccccc1
-4,0,7,1,4,0,-0.2,0,2,O=C(CNc1ccccc1-c1ccccc1)NCc1ccccc1
-2,-9,6,0,7,-1,-0.5,2,-1,CN(C)c1ccc(NC(=O)c2ccc3nc[nH]c3c2)cc1
0,-17,3,2,13,1,37,-5,3,Cc1ccc(S(=O)(=O)c2nc(S(C)(=O)=O)sc2N(C)C)cc1
-1,-3,-1,10,5,0,0.7,3,0,O=C(O)CC/C(=N/Nc1ncc(C(F)(F)F)cc1Cl)C(=O)O

19 consecutive entries already listed, quoted:
M5 ag,M1 antag,M4 PAM,CHRM4 antagonist,M1 PAM,CHRM4 agonist,CRFR2-BP ag,CHRM5 antagonist,M5 PAM,mol
-4,0,-8,23,-8,1,-0.9,0,-4,N#CCCN1CCN(C(=S)c2ccc(-c3ccc(Cl)cc3)o2)CC1
-1,-11,-3,-7,6,2,-0.1,-1,1,Cc1cc(C)n(CCNc2nc3nonc3nc2N2CCCCC2)n1
-7,-14,0,7,8,-1,-0.8,-3,4,Cc1cc(C)n(-c2nnc(C)n2NS(C)(=O)=O)n1
2,-1,14,5,3,1,-0.4,-12,21*,COC(=O)C1C2C=CC3(CN(Cc4cccs4)C(=O)C13)O2 (centres undefined)
1,-7,-1,2,9,0,0.5,12,-7,Cn1ncc(Br)c1NC(=O)Nc1ccccc1
0,-10,1,4,6,1,1.3,-1,-2,CCOC(=O)c1ccc2nc(NC(=O)c3cccs3)sc2c1
-3,-10,16,3,9,1,1.7,-7,-2,Cc1ccc(/C=N\NC(=O)C2COc3cc4ccccc4cc3O2)o1 (centres undefined)
-5,6,-3,-9,-4,2,0.1,3,-5,Cc1cc(=O)oc2c(C)c(OCC(=O)NC3CCN(Cc4ccccc4)CC3)ccc12
0,2,4,-7,-1,0,0.1,9,1,CCOC(=O)C(C(C)C)C(N)Cc1ccc(F)cc1 (centres undefined)
-4,-5,2,1,3,2,-2.4,-1,4,O=C(CCNc1ccc(Cl)cc1)c1cccs1
-2,-1,-10,8,5,1,0.3,2,0,COc1cc(C(=O)OC2CCCCC2=O)cc(OC)c1C (centres undefined)
0,-3,8,-12,-1,1,-4.3,-20,7,Nc1cc(C(F)(F)F)cc2c1SCC(=O)N2
6,8,-13,5,-8,10,-1.8,-2,-15,Cn1c(=O)[nH]c(=O)c2c1nc(N(CCO)Cc1ccccc1)n2CCCc1ccccc1
-3,-40,11,-9,7,0,1.8,-7,6,Cc1ccc(C(=O)Oc2cc(-c3ccccc3)no2)cc1
-5,0,0,3,-1,-1,0.2,2,5,O=C(CC1CCCCC1)Nc1ccccc1-c1ccccc1
-4,0,7,1,4,0,-0.2,0,2,O=C(CNc1ccccc1-c1ccccc1)NCc1ccccc1
-2,-9,6,0,7,-1,-0.5,2,-1,CN(C)c1ccc(NC(=O)c2ccc3nc[nH]c3c2)cc1
0,-17,3,2,13,1,37,-5,3,Cc1ccc(S(=O)(=O)c2nc(S(C)(=O)=O)sc2N(C)C)cc1
-1,-3,-1,10,5,0,0.7,3,0,O=C(O)CC/C(=N/Nc1ncc(C(F)(F)F)cc1Cl)C(=O)O

(continued)
M5 ag,M1 antag,M4 PAM,CHRM4 antagonist,M1 PAM,CHRM4 agonist,CRFR2-BP ag,CHRM5 antagonist,M5 PAM,mol
-5,5,-9,-1,-7,3,0.9,15,-7,O=C(C[C@@H]1C/C=C/CC[C@@H](Cc2ccc(F)cc2)C(=O)OC[C@H](Cc2ccccc2)NC1=O)N[C@H](CO)Cc1ccccc1
-5,-5,-1,-3,5,1,2.1,2,-7,O=C(NCc1cccc(Cl)c1)c1ccc2c(c1)SC1=NS(=O)(=O)CCN12
-2,0,-1,5,0,0,-0.8,8,-2,CCn1c(SCC(=O)NC2CC2)nnc1-c1ccc(C)cc1
0,-3,-1,-6,6,3,0.8,5,0,O=C(C[C@H]1C/C=C\CC[C@H](Cc2ccc(F)cc2)C(=O)OC[C@@H](Cc2c[nH]c3ccccc23)NC1=O)NCCO
3,-2,0,7,-4,8,-0.6,-2,-3,O=C(CCCN1CCC(O)(c2cccc(C(F)(F)F)c2)CC1)c1ccc(F)cc1
-9,-7,-6,11,7,-1,-0.1,9,-3,O=C(COc1ccc(Cl)cc1)OCC(=O)c1ccc[nH]1
1,-4,0,12,2,2,-0.9,-4,6,CCn1nnnc1NCc1ccc(OCc2c(F)cccc2Cl)c(OC)c1
-11,4,-7,16,-5,-2,-0.3,4,-11,COc1ccc(OC)c(NC(=O)C(Sc2ccccc2)c2ccccc2)c1 (centres undefined)
